High-throughput results deposited in PubChem by several laboratories.
PERK inhibitor: inhibitors of human PERK kinase; 220,000 compounds, 0.17% hits; CHO PERK-DD fusion, SEAP luminescence translation reporter; inhibition, % at 5.6 µM; Q9NZJ5;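 active means inhibition above the mean inhibition of all tested compounds plus 3 SD, set separately per screening campaign, cut at about 2.9% in these data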;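 further: PERK kinase domain activated by AP20187 dimerizer at 100 nM; 0% = DMSO with dimerizer and 100% = rapamycin at 8.4 µM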
PGE2 EP2 inh: inhibitors of human EP2 prostaglandin E2 receptor; C6 glioma cells expressing human EP2, cAMP TR-FRET; cells stimulated with saturating PGE2; AID 1422; inhibition, % at 25 µM; P43116; 260,000 compounds, 0.52% hits;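 active means percent inhibition above 40 after rounding to a whole number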;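 further: rat C6 glioma host cells with rolipram phosphodiesterase inhibitor present; the protocol text gives 20 µM as final concentration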
Target sequence (P43116 whole entry, looked up): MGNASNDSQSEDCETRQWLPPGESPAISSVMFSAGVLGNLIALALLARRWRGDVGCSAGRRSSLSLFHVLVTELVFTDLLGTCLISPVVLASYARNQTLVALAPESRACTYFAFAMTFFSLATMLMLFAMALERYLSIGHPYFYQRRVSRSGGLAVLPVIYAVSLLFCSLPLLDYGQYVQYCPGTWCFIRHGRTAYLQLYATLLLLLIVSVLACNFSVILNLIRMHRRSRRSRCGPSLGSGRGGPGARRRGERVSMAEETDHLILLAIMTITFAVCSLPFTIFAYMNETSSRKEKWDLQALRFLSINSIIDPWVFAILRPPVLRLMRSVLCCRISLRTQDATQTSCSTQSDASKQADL
zVAD death inh: L929 zVAD cell death inhibition; 220,000 compounds, 0.38% hits; AID 1377; L929 zVAD necroptosis rescue, ATP luminescence, 24 h; with zVAD 60 µM; viability rescue, % at 10 µM;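 active means activation, scaled between plate controls, above about 75%, limit read from the data; inactive means activation under that limit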;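 further: 0% = zVAD with DMSO and 100% = DMSO alone without zVAD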
EP2 mod: EP2 receptor (human) modulation; P43116; EP2-expressing cells, cAMP HTRF FRET, PGE2 co-stimulation; induction, % at 25 µM; 260,000 compounds, 0.83% hits;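 active means compounds whose cAMP rise, as percent of the full-agonist control response, exceeds 60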;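 further: rat C6 glioma line stably carrying human EP2 under a CMV promoter; the protocol text gives 20 µM as final concentration; 100% = response of wells given 1 µM PGE2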
Hck Nef HTS: human Hck-Nef kinase inhibition; Recombinant Hck-YEEI plus Nef, Z-Lyte FRET kinase assay; P08631; AID 463187; inhibition, % at 20 µM; 220,000 compounds, 0.68% hits;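 active means Hck-Nef kinase inhibition above about 50%, limit read from the data; inactive means inhibition below that limit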;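 further: 0% = DMSO with Hck plus Nef and 100% = Hck alone without Nef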
Runt-SMMHC FRET: blocks binding of human RUNX1 Runt domain to CBFb-SMMHC. 220,000 compounds, 0.74% hits. inhibition, % at 20 µM. Q01196+Q13951. Cerulean-Runt/Venus-CBFb-SMMHC FRET ratio 530/480, 1 h;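 active means mean inhibition across duplicate retests at 20 µM reaching about 50%, limit read from the data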;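 further: 0% = DMSO wells and 100% = wells with excess untagged CBFb-SMMHC; inhibitors lower the FRET ratio by blocking Runt binding to CBFb-SMMHC; some results filed as inactive read as strong as hits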
Target sequence (Q01196 whole entry, looked up, the tested form may be a part): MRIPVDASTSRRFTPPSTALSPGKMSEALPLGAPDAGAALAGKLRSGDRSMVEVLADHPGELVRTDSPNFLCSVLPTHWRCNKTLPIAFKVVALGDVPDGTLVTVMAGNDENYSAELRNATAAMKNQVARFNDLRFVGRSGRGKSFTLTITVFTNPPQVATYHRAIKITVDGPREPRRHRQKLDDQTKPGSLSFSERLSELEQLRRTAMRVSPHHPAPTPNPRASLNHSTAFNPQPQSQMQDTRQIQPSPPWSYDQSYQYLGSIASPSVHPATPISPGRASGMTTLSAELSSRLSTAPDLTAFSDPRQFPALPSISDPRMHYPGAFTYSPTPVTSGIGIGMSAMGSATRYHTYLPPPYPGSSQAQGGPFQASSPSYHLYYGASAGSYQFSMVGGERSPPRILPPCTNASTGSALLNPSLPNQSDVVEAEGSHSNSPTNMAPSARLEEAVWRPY
Target sequence (Q13951 whole entry, looked up, the tested form may be a part): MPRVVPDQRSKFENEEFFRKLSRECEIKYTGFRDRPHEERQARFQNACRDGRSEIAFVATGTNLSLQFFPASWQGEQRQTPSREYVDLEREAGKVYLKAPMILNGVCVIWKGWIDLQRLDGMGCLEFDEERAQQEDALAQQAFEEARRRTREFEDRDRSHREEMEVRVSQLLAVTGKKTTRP
TNF necrop inh: blocks TNF-alpha induced death of Jurkat FADD-/- cells. 220,000 compounds, 0.068% hits. activation (protection from cell death), % at 10 µM. Jurkat FADD-/- TNF necroptosis rescue, ATP luminescence, 24 h; 0 = TNF only, 100 = no-TNF cells. AID 463075;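 active means activation, meaning protection from cell death, of at least 50% relative to plate controls; inactive means activation below 50%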;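 further: necroptosis triggered by 40 ng/mL TNF-alpha added together with compound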
Runt-CBFb FRET: blocks binding of human RUNX1 Runt domain to CBFb | Q01196+Q13951 | Cerulean-Runt/Venus-CBFb FRET ratio 530/480, 1 h | inhibition, % at 20 µM | 220,000 compounds, 0.46% hits | AID 1496;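 active means inhibition over about 50% at 20 µM in the single-dose screen, limit read from the data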;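 further: 0% = DMSO wells and 100% = excess unlabeled CBFb competitor control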
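System: Cerulean-labeled Runt domain protein | Quantity: 100 nM of each labeled protein | Schedule: 1 h compound exposure, room temperature | Detection: Fluorescence energy transfer, 422 nm excitation, 530/480 nm emission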
RBBP9 inhibitor: inhibitors of human serine hydrolase RBBP9; O75884; recombinant RBBP9, FP-Rh probe fluorescence polarization; inhibition, % at 7.94 µM; 220,000 compounds, 0.2% hits;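 active means inhibition above the campaign mean of all tested compounds plus 3 SD, cut at about 14% in these data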;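 further: plate controls were DMSO wells with RBBP9 for no effect and wells lacking RBBP9 protein for full effect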
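Controls: DMSO-treated enzyme wells and wells lacking RBBP9 | Material: RBBP9 protein | Technique: Fluorescence polarization | Replication: Single well per compound, no replicates | Buffer or medium: Tris-NaCl-Pluronic buffer, pH 8.0 | Timing: 30 min compound preincubation, 45 min probe labeling, 25 °C | Read-out basis: Percent inhibition from mP, scaled between DMSO and no-protein wells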
* hit, by the source's call; / = no result given; & = joins results of further samples; ! = not active in a repeat. An excerpt; rates above refer to the full screens.

Each structure is followed by: TNF necrop inh | Runt-CBFb FRET | zVAD death inh | EP2 mod | PGE2 EP2 inh | RBBP9 inhibitor | Hck Nef HTS | Runt-SMMHC FRET | PERK inhibitor
> CNS(=O)(=O)c1cccc(C(=O)OCC(=O)N2c3ccccc3CC2C)c1 (stereo not drawn)
  35 | -1 | -0.3 | -18 | 22 | -10 | -18 | 3 | -1.3
> CC(C)(C)SCCNC(=O)CN(c1ccc(F)cc1)S(=O)(=O)c1ccccc1
  -0.8 | -3 | 0.3 | 16 | 1 | 4 | -15 | -6 | -0.5
> COC(=O)c1ccc(NS(=O)(=O)c2ccc(Cl)cc2)o1
  1.2 | 1 | 3.2 | 36 | 7 | 0 | 29 | 1 | 1.1
> CCCCNC(=O)c1ccc2nc(-c3ccco3)c(-c3ccco3)nc2c1
  -2.1 | 1 | 4.4 | -11 | 14 | -5 | 25 | -11 | 0.8
> Cc1ccc2c(c1)C1(C)C(C(C)(C)N2C=O)C1(Cl)Cl (stereo not drawn)
  -0.9 | -1 | 0.2 | 32 | 10 | -5 | 1 | -1 | -1.5
> Cc1ccn(CCSCC(=O)O)n1
  -1.2 | -2 | 1.3 | 5 | 3 | -4 | -1 | -2 | 0.3
> Nc1cc(C(F)(F)F)ccc1-n1cccc1
  -0.4 | 3 | -0.1 | 2 | 6 | -1 | -10 | -1 | 0.6
> CCN(Cc1ccccc1)C(c1ccccn1)c1nnnn1C1CCCCC1 (stereo not drawn)
  -2.6 | -1 | 0.3 | 64*! | 11&4 | 4 | 4 | 6 | 1.1
> Cc1ccc(OCC(=O)Nc2ccc(N3CCN(S(C)(=O)=O)CC3)cc2)c(C)c1
  1.0 | 2 | 2.6 | -18&-8 | 9&8 | -3 | 23 | -2 | 0.5
> CC1(C)CC(NC(=O)c2ccccn2)CC(C)(C)N1O
  -0.2 | -1 | 2.3 | 10 | 9 | -11 | 16 | 2 | 0.7
> Cc1noc(/C=C/c2ccc(-c3ccccc3Cl)o2)c1[N+](=O)[O-]
  -1.1 | -122 | 0.0 | -16 | 10 | -8 | 0 | -262 | -0.1
> CCc1cc(-c2nc(N)ncc2-c2ccc(Br)cc2)c(O)cc1OC
  -0.4 | -1 | 0.1 | 28 | 15 | -1 | 12 | -5 | 0.0
> O=C(CSc1ncnc2ccccc12)c1cccs1
  2.3 | 54* | 1.1 | -13 | 7 | -11 | 20 | 90* | -0.1
> CCOc1ccc(NC(=S)N(CCc2c(C)[nH]c3ccc(C)cc23)Cc2ccco2)cc1
  1.5 | -1 | -1.3 | 2 | / | 1 | 4 | -134 | -0.2
> COc1ccc(-n2c(O)c(Cc3ccccc3)c(=O)n3nc(-c4ccccc4)c(=O)cc23)cc1
  -1.0 | -8 | -0.6 | 1 | 7 | -3 | 3 | -1 | 0.8
> CCOC(=O)c1c(C)[nH]sc1=S
  -0.2 | 19 | 0.0 | 64* | / | -7 | 3 | 26 | 1.4
> CC(C)=CC(=O)OCC(=O)Nc1nc(C)c(Cl)cc1Cl
  2.3 | -1 | 1.2 | 17 | 5 | -7 | -7 | 2 | -0.4
> COC(=O)C(C(=O)Nc1cc(C)on1)C1CCCCCC1 (stereo not drawn)
  -0.2 | -2 | 0.1 | 36 | 13 | -5 | 1 | 2 | 0.4
> O=C(CO/N=C/c1ccc(Cl)cc1Cl)NNC(=O)c1ccc(Cl)cc1Cl
  2.1 | 0 | -0.1 | 6 | 9 | -4 | 16 | 1 | 0.8
> Cc1cc(C)cc(N(C(=O)c2cccs2)C2C=CS(=O)(=O)C2)c1 (stereo not drawn)
  0.7 | 0 | 0.3 | 3 | 8 | -3 | 24 | 2 | 0.0
> Cc1ccc(CN2CCNC(=O)C2CC(=O)N(C)C2CCCCC2)o1 (stereo not drawn)
  -0.3 | / | 0.7 | 7 | 6 | -2 | 24 | / | -0.2
> Cc1nn(Cc2cccc(C(=O)NC34CC5CC(CC(C5)C3)C4)c2)c(C)c1Br
  9.4 | 1 | / | 12 | 12 | -4 | -1 | -5 | -0.5
> N#Cc1ccc(C(=O)CSc2n[nH]c(=O)n2-c2cccnc2)cc1
  0.0 | 8 | 0.7 | 0 | 11 | 2 | -4 | -8 | 0.2
> O=C(Nc1ccccc1Cl)N1CCCN(c2nc(-c3ccccc3)ns2)CC1
  -0.8 | 0 | 1.2 | -51 | 14 | -10 | 6 | -2 | -0.4
> Cc1ccc(-c2cc(-c3nnc(SCC(=O)NCC(C)C)n3N)c3ccccc3n2)cc1
  -3.0 | -4 | 0.2 | 5 | 10 | -4 | 3 | -1 | -2.0
> CCn1c(CSc2ncn[nH]2)nc2cc(C(=O)O)ccc21
  1.7 | -1 | 1.8 | 2 | 8 | 5 | 1 | -13 | 2.2
> C/C(=N\NC(=O)CNc1cccc(Cl)c1C)C1CC1
  -0.2 | 2 | 29 | -30 | 9 | -8 | 19 | 1 | -0.4
> COC(=O)c1ccc(C)c(NS(=O)(=O)c2ccc(OC)c(OC)c2)c1
  -1.6 | -1 | -0.1 | 7 | 7 | 2 | -1 | 2 | -0.1
> CN1C(=O)N(C)C2(CC1(C)C)CC(C)(C)N(C)C(=O)N2C
  0.5 | -2 | -0.2 | -8 | 6 | -6 | -1 | -12 | 1.3
> CCn1nc(C)c(/C=N/NC(=O)c2ccoc2C)c1C
  0.4 | 7 | 0.1 | -26 | 12 | -1 | -2 | 9 | 1.1
> Cc1noc(NC(=O)c2cccc(Cl)c2Cl)c1C#N
  -0.4 | 0 | 0.9 | -11 | 4 | -3 | 25 | -2 | 0.7
> CCOC(=O)C1(CC2CC2)CCN(S(=O)(=O)/C=C/c2ccccc2)CC1
  1.8 | -4 | 2.9 | 42 | 9 | -7 | 12 | -4 | -0.3
> COc1ccc(NC(=O)c2cc(CC(C)C)on2)cc1OC
  1.8 | 2 | 1.2 | -3 | 13 | -4 | -4 | -4 | 0.6
> O=C(CSCCc1ccccn1)Nc1ccc(Br)cn1
  5.2 | 1 | 7.8 | 0 | 10 | -6 | 1 | 4 | 0.8
> COc1ccc(/C=N/NC(=O)c2cccc(OC(F)(F)C(F)F)c2)cc1O
  0.7 | -1 | 0.9 | -53 | 3 | -4 | 4 | 2 | 2.5
> CN1C(=O)/C(=C/C=C2\SCCN2C)OC1=S
  0.8 | 38 | 0.7 | 4 | 13 | 6 | 16 | 84* | 1.2
> CC1CCN(C(=O)c2[nH]cnc2C(=O)N[C@@H](C)C(=O)OC(C)(C)C)CC1
  1.0 | 1 | -0.6 | 0 | 7 | / | 29 | 2 | /
> CCCC(=O)NC(c1ccc(N(C)C)cc1)c1c(O)ccc2ccccc12 (stereo not drawn)
  1.0 | 3 | -0.1 | 1 | 8 | -2 | 7 | -62 | -1.4
> CCCSC1=N/C(=C\C=C\c2ccco2)C(=O)S1
  -7.2 | 9 | 0.0 | 35 | 13 | 5 | 32 | -9 | -0.5
> O=Cc1c(NCc2ccco2)nc2ccccn2c1=O
  -1.6 | 3 | 2.2 | 16 | 5 | -6 | 23 | 1 | 1.0
> CCCN1C2CCCC1CC(NC(=O)c1ccccc1OCC)C2 (stereo not drawn)
  -1.4 | 1 | 0.5 | -7&30 | 8&9 | 3 | -3 | -3 | -0.2
> CC1(C)CC(=O)C2=C(C1)c1c(ccc3ccccc13)NC2c1ccc(Br)o1 (stereo not drawn)
  -1.9 | 13 | 0.2 | 17 | 24 | -4 | 1 | 6 | -0.8
> Cc1ccc(C2CCN(C(=S)NC(C)(C)C)C2)cc1 (stereo not drawn)
  1.8 | -1 | 1.9 | -4 | 5 | -5 | 5 | 1 | 2.4
> Cc1ccc(C(=O)NCC(=O)O)cc1S(=O)(=O)N1CCCCC1
  1.6 | 0 | 0.7 | -7 | 3 | 4 | -10 | 2 | 1.2
> Cc1ccc(CNn2cnnc2SCc2ccc(F)cc2)cc1
  9.5 | -2 | -0.1 | -34 | 9 | 2 | 11 | -2 | 0.0

Profiles, looked up by structure. Order of values: TNF necrop inh, Runt-CBFb FRET, zVAD death inh, EP2 mod, PGE2 EP2 inh, RBBP9 inhibitor, Hck Nef HTS, Runt-SMMHC FRET, PERK inhibitor
CN1C(=O)/C(=C/C=C2\SCCN2C)OC1=S is listed with 0.8, 38, 0.7, 4, 13, 6, 16, 84*, 1.2
Cc1ccc(CNn2cnnc2SCc2ccc(F)cc2)cc1 is listed with 9.5, -2, -0.1, -34, 9, 2, 11, -2, 0.0

More compounds follow.
Each structure is followed by: TNF necrop inh | Runt-CBFb FRET | zVAD death inh | EP2 mod | PGE2 EP2 inh | RBBP9 inhibitor | Hck Nef HTS | Runt-SMMHC FRET | PERK inhibitor
> CCOC(=O)c1nc(C)sc1-c1ccnn1S(=O)(=O)c1ccc(C)cc1
  -1.3 | -3 | -0.2 | 13 | 10 | -7 | 7 | -2 | -1.0
> CC(=O)c1cccc(NC(=O)CN(c2ccccc2)S(C)(=O)=O)c1
  0.5 | -2 | -0.7 | 12 | 11 | -1 | -2 | -2 | 0.1
> CCCCCCOc1ccc(N2C(=O)CC(SC(=NCC)NCC)C2=O)cc1 (stereo not drawn)
  1.1 | 0 | 5.0 | 19 | 4 | -14 | 26 | -2 | -1.2
> COc1ccccc1C(=O)Nc1nc(N)n(-c2ccccc2)n1
  -0.7 | / | 0.0 | 4 | 23 | -6 | 0 | -2 | 0.2
> Cc1cc(C(=O)OCC(=O)N2CCOCC2)c2ccccc2n1
  0.5 | -2 | 0.2 | -21 | 12 | 9 | 5 | 3 | 0.2
> Cc1nc(NS(=O)(=O)c2ccccc2C)c2c3c(sc2n1)CCC3
  -0.4 | 3 | 0.3 | 19 | 18 | -3 | 0 | -2 | 1.4
> O=C(O)CCSc1nc2ccccc2c(=O)[nH]1
  -1.2 | 2 | -0.9 | 25 | 10 | 1 | 9 | 0 | 0.9
> CNCc1c(OCc2ccc(F)cc2)ccc2ccccc12
  5.1 | 1 | -0.1 | -4 | 6 | 1 | 3 | 0 | -1.0

Another view of some results above:
SMILES	TNF necrop inh	Runt-CBFb FRET	zVAD death inh	EP2 mod	PGE2 EP2 inh	RBBP9 inhibitor	Hck Nef HTS	Runt-SMMHC FRET	PERK inhibitor
O=C(O)CCSc1nc2ccccc2c(=O)[nH]1	-1.2	2	-0.9	25	10	1	9	0	0.9
Cc1nc(NS(=O)(=O)c2ccccc2C)c2c3c(sc2n1)CCC3	-0.4	3	0.3	19	18	-3	0	-2	1.4
CCCCCCOc1ccc(N2C(=O)CC(SC(=NCC)NCC)C2=O)cc1 (stereo not drawn)	1.1	0	5.0	19	4	-14	26	-2	-1.2
